RGS8-Gao reg – modulates binding of RGS8 to human Galphao | multiplexed bead flow cytometry; actives lie on both sides | response (percent of control binding), % at 10 µM | 0.34% of 220,000 active | P09471; in the data active means response below about 60% or above about 140%; inactive means in between;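 further: Galphao activated as the GDP aluminium fluoride complex binding bead-coupled RGS8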
Bcl-W Bim block – human Bim-Bcl-W interaction inhibition | 0.02% of 190,000 active | bead-based flow cytometry, Bim peptide-Bcl-W binding | Q92843 | inhibition, % at 10 µM;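 further: 0% = bound tracer without compound and 100% = peptide blocker; higher means less fluorescent Bim peptide bound to Bcl-W beads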
Target sequence (Q92843 whole entry, looked up): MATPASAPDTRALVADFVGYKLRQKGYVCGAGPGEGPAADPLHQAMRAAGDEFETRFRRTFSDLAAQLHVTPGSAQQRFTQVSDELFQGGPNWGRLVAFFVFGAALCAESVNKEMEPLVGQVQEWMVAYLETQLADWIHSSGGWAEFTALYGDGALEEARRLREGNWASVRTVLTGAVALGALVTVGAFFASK
Bim-Bcl-B – inhibitors of Bim-Bcl-B interaction, human | Q9HD36 | bead-based flow cytometry, Bim peptide-Bcl-B binding | inhibition, % at 10 µM | 0.073% of 190,000 active;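 further: 0% = tracer peptide without compound and 100% = reference inhibitor peptide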
Target sequence (Q9HD36 whole entry, looked up): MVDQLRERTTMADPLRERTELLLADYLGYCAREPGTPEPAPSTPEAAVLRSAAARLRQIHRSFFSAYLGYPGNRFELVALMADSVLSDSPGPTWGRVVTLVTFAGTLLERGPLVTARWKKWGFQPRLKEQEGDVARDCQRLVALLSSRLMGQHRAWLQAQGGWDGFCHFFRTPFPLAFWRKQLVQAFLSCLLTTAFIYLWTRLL
Bim-Bcl-XL – inhibitors of Bim-Bcl-XL interaction, human | Q07817 | Bim peptide-Bcl-XL binding, bead flow cytometry, fluorescence | inhibition, % at 10 µM | 0.04% of 190,000 active
Target sequence (Q07817 whole entry, looked up): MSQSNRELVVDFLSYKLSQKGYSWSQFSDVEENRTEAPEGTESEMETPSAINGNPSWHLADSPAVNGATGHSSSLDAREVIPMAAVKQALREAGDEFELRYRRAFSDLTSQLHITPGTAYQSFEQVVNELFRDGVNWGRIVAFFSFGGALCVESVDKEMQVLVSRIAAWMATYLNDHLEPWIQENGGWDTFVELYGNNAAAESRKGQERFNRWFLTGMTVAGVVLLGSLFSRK
RGS4-Gao reg – human RGS4-Galphao interaction regulation; P09471; Multiplexed bead flow cytometry, RGS4-Galphao binding; actives lie on both sides; binding response (% of control), % at 10 µM; 0.33% of 220,000 active; AID 1415; in the data active means binding response below about 49% or above about 150%; inactive means in between;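 further: fluorescent Galphao activated with aluminum fluoride binding bead-coupled RGS4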
Bcl-2 Bim block – disrupts Bim peptide binding to human Bcl-2; inhibition, % at 10 µM; Bead-based flow cytometry, Bim peptide-Bcl-2 binding; P10415; AID 950; 0.06% of 190,000 active; in the data active means inhibition above about 40%; inconclusive means no clear call, values can overlap the other calls;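 further: 0% = no compound wells with probe peptide and 100% = reference peptide inhibitor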
Bim-Mcl-1 – inhibitors of Bim-Mcl-1 interaction, human; Q07820; Bead-based flow cytometry, Bim peptide-Mcl-1 binding; inhibition, % at 10 µM; 0.1% of 190,000 active; AID 1009;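 further: 0% = no compound tracer wells and 100% = peptide blocker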
Target sequence (Q07820 whole entry, looked up): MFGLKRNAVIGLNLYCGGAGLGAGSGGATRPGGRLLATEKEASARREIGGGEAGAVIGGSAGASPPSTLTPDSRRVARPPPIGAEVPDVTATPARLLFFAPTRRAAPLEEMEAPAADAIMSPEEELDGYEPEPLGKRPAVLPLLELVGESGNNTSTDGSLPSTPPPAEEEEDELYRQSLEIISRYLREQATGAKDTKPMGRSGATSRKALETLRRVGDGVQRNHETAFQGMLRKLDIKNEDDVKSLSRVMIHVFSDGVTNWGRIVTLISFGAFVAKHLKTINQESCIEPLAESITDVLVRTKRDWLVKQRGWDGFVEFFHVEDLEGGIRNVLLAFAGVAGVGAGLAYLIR
Bfl-1 Bim block – disrupts Bim binding to human Bfl-1. Q16548. Bead-based flow cytometry, Bim-Bfl-1 binding inhibition. inhibition, % at 10 µM. 0.12% of 190,000 active. AID 1008;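 further: 0% = wells without compound plus tracer and 100% = blocker peptide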
Mcl1 Noxa PPI – Mcl-1/Noxa interaction inhibition; Q07820; TR-FRET Mcl-1/Noxa peptide binding, 2 h; inhibition, % at 21.7 µM; 1.5% of 220,000 active;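 active means compounds that cut the protein-peptide binding signal by more than 50% relative to plate controls in a single-dose test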;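 further: His-tagged Mcl-1 with rhodamine Noxa BH3 peptide and terbium anti-His antibody; 0% = Mcl-1 plus Noxa peptide wells and 100% = peptide-only wells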
RGS7-Gao – modulates binding of RGS7 to human Galphao; 0.35% of 220,000 active; Multiplexed bead flow cytometry; actives lie on both sides; AID 1439; binding response (% of control), % at 10 µM; in the data active means binding response below about 49% or above about 150%; inconclusive means no clear call, values can overlap the other calls; inactive means in between;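 further: fluorescent Galphao held in activated GDP-AlF4 state binding bead-coupled RGS7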
Mcl1 Bid PPI – disrupts binding of human Mcl-1 to Bid peptide; Q07820; TR-FRET Mcl-1/Bid-Dy647 peptide binding, 1536-well; inhibition, % at 21.7 µM; 0.97% of 220,000 active; AID 1021;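 active means compounds that cut the binding signal by more than half at the single screening dose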;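 further: His-tagged Mcl-1 with europium anti-His antibody binding Bid BH3 peptide; 0% = Mcl-1 plus peptide wells and 100% = peptide-only wells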
* = called active by the depositor; ? = inconclusive; · = not tested or not shown; & = joins results of further samples. Unless noted, no stated cut-off is given here; in the data, active means inhibition above about 40%. Not all compounds are listed. The share of hits here may be higher or lower than overall.

Each structure is followed by: RGS8-Gao reg	Bcl-W Bim block	Bim-Bcl-B	Bim-Bcl-XL	RGS4-Gao reg	Bcl-2 Bim block	Bim-Mcl-1	Bfl-1 Bim block	Mcl1 Noxa PPI	RGS7-Gao	Mcl1 Bid PPI
CN1CCC(n2nccc2N)CC1
→ 103	0	-6	-5	97	-11	-2	-10	2	99	-4
O=C(Cc1ccccc1)NC(Oc1ccccc1Cl)C(Cl)(Cl)Cl (stereo not given)
→ 101	-2	-3	-7	100	0	-2	0	14	96	-13
O=C1CN=C(c2ccc[nH]2)c2cc(Cl)ccc2N1
→ 96	·	·	·	97	·	·	·	1	?	-43
O=C(Cc1ccccc1)N1CCN(Cc2c[nH]c3ccccc23)CC1
→ 102	0	0	1	101	-1	-2	0	2	98	-68
C=C1C(=O)O[C@H]2C[C@@H](C)[C@@H]3C=CC(=O)[C@@]3(C)C[C@H]12
→ 102	·	·	·	101	·	·	·	-8	?	-35
CC(=O)Nc1ccccc1C(=O)OCc1ccc(F)cc1
→ 101	0	-4	-2	100	-3	-1	1	15	?	-13
C[N+]1(C)[C@@H]2CC(OC(=O)[C@H](CO)c3ccccc3)C[C@H]1[C@@H]1O[C@@H]12 (stereo not given in full)
→ 104&93	-4&-2	0&-1	-2&-1	103&93	1&-1	0&-1	1&-2	-9&-26	98&89	0&-13
Cc1cc(/C=C2/C(=O)NC(=O)N(c3ccc(Br)cc3)C2=O)c(C)n1C
→ 103	·	·	·	103	·	·	·	13	?	-14
Oc1ccc2c3c1OC1C(O)CC[C@@]4(O)[C@@H](C2)N(CC2CCC2)CC[C@]314 (stereo not given in full)
→ 100	-2	-6	-4	101	-2	-1	-2	-17	105	-4
O=C1NC(=O)C(=Cc2ccc(N3CCN(C(=O)c4ccccc4)CC3)c([N+](=O)[O-])c2)C(=O)N1
→ 96	-2	-4	-4	102	-2	-1	-2	21	94	-34
O=C1NC(=O)C(CCc2ccncc2)(C2CCCCC2)C(=O)N1
→ 103	-4	3	0	100	0	-1	0	-2	98	-7
C[C@@H]1O[C@@H](O[C@H]2C[C@@H](O)[C@]3(CO)[C@H]4[C@H](O)C[C@]5(C)[C@@H](C6=CC(=O)OC6)CC[C@]5(O)[C@@H]4CC[C@]3(O)C2)[C@H](O)[C@H](O)[C@H]1O
→ 104	-3	-3	-6	99	-1	1	0	15	100	5
CCc1ccc(N2C(=O)NC(=O)C(Cc3ccc(OC)cc3OC)C2=O)cc1 (stereo not given)
→ 99	0	0	-1	99	3	0	1	10	99	-42
CSc1nc(N)c(N=Nc2ccc([As](=O)(O)O)cc2)c(=O)[nH]1
→ 81	·	·	·	96	·	·	·	17	?	0
Cc1ccc(-c2nn(Cc3ccccc3)cc2C=O)cc1C
→ 105	0	-6	-4	99	-6	-3	-2	6	104	-13
CCOC(=O)C(NC(=O)CCl)(Nc1ccc(C(O)(C(=O)OCC)C(F)(F)F)cc1)C(F)(F)F (stereo not given)
→ 99	-4	-8	-8	98	-6	-3	-15	4	100	-12
CN1C2CCC1CC(OC(=O)c1ccc([N+](=O)[O-])cc1)C2 (stereo not given)
→ 114	-3	-7	-3	112	-7	-6	-3	6	112	-19
CCC1(c2ccccc2)C(=O)N(C)C(=O)N(C)C1=O
→ 101	-2	-1	0	95	0	1	0	2	91	6
CC(C)(C)c1ccc(OC(=O)N2CCCCC2)cc1
→ 105	-4	-2	-3	104	-3	-1	-7	15	102	-10
CCCOc1ccc(N2C(=O)CC(N3CC=C(c4ccccc4)CC3)C2=O)cc1 (stereo not given)
→ 98	-3	-3	-3	103	-1	0	-11	32	97	-12
COC(=O)C(C)Oc1cc(C)cc2oc(=O)c3c(c12)CCCC3 (stereo not given)
→ 101	-5	0	-4	97	-1	0	-5	5	99	-2
CC(=O)OC1(c2ccccc2)CC(C(C)(C)C)CN(C(C)(C)C)C1 (stereo not given)
→ 102	0	0	1	99	0	-1	0	16	101	-44
O=c1[nH]c(=S)[nH]c(O)c1N=Nc1ccc(S(=O)(=O)N2CCOCC2)cc1
→ 0.7*	·	·	·	-36*	·	·	·	38	?	-26
CC(=O)N1CCN(CC(=O)Nc2ccc(C#N)c(Cl)c2)CC1
→ 101	-2	-2	0	100	0	1	-3	5	?	-30
Cc1cccc(CSc2nc3c(cc2C#N)CN(C)CC3)c1
→ 97	0	-7	-9	97	-10	-2	-10	-9	100	-8
N#CC(C#N)=NNc1ccc(-n2ccc(C(F)(F)F)n2)cc1
→ 104	·	·	·	103	·	·	·	10	?	-7
CCOC(=O)c1c(N)n(CCCOC(=O)c2ccco2)c2nc3ccccc3nc12
→ 96	7	6	5	101	0	6	3	·	98	·
COc1cc2c(cc1OC)C13CCN4CC5=CCOC6CC(=O)N2C1C6C5CC43 (stereo not given) (tested in a mixture with another compound)
→ 100	·	·	·	101	·	·	·	2	?	-15
CCOP(=O)(OCC)C(NC(=O)c1cccc([N+](=O)[O-])c1)C(Cl)(Cl)Cl (stereo not given)
→ 98	·	·	·	95	·	·	·	2	?	-11
O=C1NC(=S)NC(=O)C1C1CCCCC1
→ 99	·	·	·	99	·	·	·	-4	?	-50
CCOc1ccc2nc(N3CCC(C(=O)N4CCC5(CC4)OCCO5)CC3)sc2c1
→ 98	-1	-3	-4	94	-1	-4	-1	3	95	-29
Clc1ccccc1CN1CCN(c2ccccc2Cl)CC1
→ 99	1	-1	-2	95	1	0	0	13	102	8
CCCOP(=O)(O)c1c([N+](=O)[O-])cc(C(F)(F)F)cc1[N+](=O)[O-] (tested in a mixture with another compound)
→ 99	-3	-9	-8	96	-11	-3	-19	15	98	-2
CCCCn1c(O)c(C(=O)/C=C/c2c[nH]c3ccccc23)c(=O)[nH]c1=O
→ 98	·	·	·	97	·	·	·	20	?	-12
O=c1[nH]c(O)c(C=NCCc2ccccc2)c(=O)[nH]1
→ 98	·	·	·	99	·	·	·	-1	?	-42
Nc1ccccc1C(=O)c1ccccc1
→ 139	-3	-4	-2	113	-3	-5	-1	24	115	-32
COc1ccccc1-n1c(O)c(C=NCc2ccc3c(c2)OCO3)c(=O)[nH]c1=O
→ 100	-1	-5	-5	99	-6	-2	-17	11	104	-4
C=Cn1ccnc1P(=S)(c1nccn1C=C)c1nccn1C=C
→ 100	2	-6	-1	102	-6	2	-4	13	105	-19
C=CCn1c(O)c(C(C)=NCc2cc(OC)cc(OC)c2)c(=O)[nH]c1=O
→ 103	3	-4	-21	105	-4	2	-12	-9	101	-12
O=c1cccc2n1CC1CC2CN(c2nc(N3CCCCC3)nc(N3CCCCC3)n2)C1 (stereo not given)
→ 99	0	-1	0	101	-3	0	-3	-1	99	-5
O=C(Nc1cccc(C(F)(F)F)c1)c1cccn(Cc2ccc3c(c2)OC(F)(F)O3)c1=O
→ 99	0	-8	-18	106	-11	-3	-16	6	105	-10
O=C1N=c2ccccc2=C/C1=C\c1c(O)[nH]c(=S)[nH]c1=O
→ 98	-6	-1	-15	101	1	-2	1	20	98	-34
CC(C)C12CN3CC(C(C)C)(CN(C1)C3c1cccnc1)C2=O (stereo not given)
→ 100	-3	1	0	98	0	2	-1	9	95	-24
CN1C[C@@H]2C[C@@H](c3cccn3-c3ccccn3)N3CCC[C@@]23C1=O
→ 101	0	-4	-3	94	-2	-1	-6	-1	97	-34
O=c1c2ccccc2nc(-c2ccccc2)n1-c1ccc(O)cc1
→ 100	0	-3	-2	102	-3	0	-5	14	99	-39
NP(=O)(OCC(F)(F)F)Oc1cccc2ccccc12 (stereo not given)
→ 93	-5	-3	-6	99	-3	-1	0	27	99	7
Cn1c(=O)cc(OCCCC(=O)N2CCC3(CC2)OCCO3)c2ccccc21
→ 107	-3	-9	-10	101	-14	-3	-18	12	105	-21
CC(C)CNC(=O)c1c(N)n(Cc2ccc3c(c2)OCO3)c2nc3ccccc3nc12
→ 99	1	-12	-3	102	-5	2	-11	26	103	31
c1ccc2c(CN3CCCCCC3)c[nH]c2c1
→ 106	0	-6	-1	103	-4	-6	0	-11	101	-38
COc1ccc(-c2nn(CCC#N)cc2C(=O)NCc2ccccc2)cc1
→ 101	·	·	·	101	·	·	·	8	?	-11

(further entries)
Each structure is followed by: RGS8-Gao reg	Bcl-W Bim block	Bim-Bcl-B	Bim-Bcl-XL	RGS4-Gao reg	Bcl-2 Bim block	Bim-Mcl-1	Bfl-1 Bim block	Mcl1 Noxa PPI	RGS7-Gao	Mcl1 Bid PPI
C/C(=N\Nc1ccccc1)c1c(O)n(-c2ccccc2)c(=O)[nH]c1=O
→ 104	·	·	·	106	·	·	·	-1	?	-24
FC(F)(F)C1=NC(C(F)(F)F)=NP(N2CCOCC2)(N2CCOCC2)=N1
→ 120	-2	-2	1	141	-5	-4	-7	-15	110	-13
CCC(=O)c1cc(F)c(N2CCN(CC)CC2)cc1C
→ 99	1	-5	-7	98	-10	-4	-15	17	98	7
COc1cccc(CN2CCCC(C(=O)c3ccccc3SC)C2)c1O (stereo not given)
→ 99	·	·	·	87	·	·	·	16	?	-34
Cc1cccc(N2C(=O)NC(=O)/C(=C/c3ccc(N4CCOCC4)cc3)C2=O)c1
→ 90	-1	-2	-4	91	3	-2	2	20	?	-22
CSc1ncc(Cl)c(C(=O)O)n1 (tested in a mixture with another compound)
→ 102	0	-4	-4	105	-9	1	-11	18	97	21
Cc1ccc(C(C)C)c(OCC#CCN2CCCC2)c1
→ 103	0	-5	0	101	0	0	-4	11	101	11
COc1ccc(CCNCc2ccc(F)cc2)cc1OC
→ 106	-4	-13	-13	97	-6	-1	-10	7	101	0
Cc1nc2ccccc2c(=O)n1-c1ccccc1C(F)(F)F
→ 96	-3	-1	-14	98	-3	-4	-4	15	102	10
Cn1cccc1/C=C1\C(=O)NC(=O)N(Cc2ccccc2)C1=O
→ 92	·	·	·	95	·	·	·	8	?	-58
CCOC(=O)C1SC2(C(F)(F)F)CC1(O)c1c(C)cc(C)nc1O2 (stereo not given)
→ 98	0	-3	-1	98	-3	2	-8	1	97	-36
COc1cccc(N2CCN(Cc3ccc(Cl)cc3)CC2)c1
→ 102	-3	-8	-4	103	-11	-3	-15	·	102	1
CCC(C)n1c(O)c(/C=N/Nc2ccccc2)c(=O)[nH]c1=S (stereo not given)
→ 100	-4	-7	-5	104	-8	-4	-11	-19	106	-72
CCC(=NCCCN(C)C)c1c(O)n(-c2ccc(OC)cc2)c(=O)[nH]c1=O
→ 95	-4	-7	-9	84	-7	-6	-7	2	97	-10
C[N+](C)(C)c1ccccc1
→ 108	-3	-6	-2	110	-2	0	-4	-4	113	6
C/C(=N\N1CCCCCC1)c1c(O)n(-c2ccccc2C)c(=O)[nH]c1=O
→ 107	·	·	·	105	·	·	·	6	?	-12
O=C(NCCCn1ccnc1)C(Cl)(Cl)Cl
→ 100	0	1	-2	100	0	1	-5	-3	97	-43
O=C(CSC1c2ccccc2-c2ccccc21)N/N=C/c1ccccc1O
→ 100	0	-6	-3	95	-6	-2	-13	-8	97	-82
CCCC(C)C1C(C#N)=C(N)Oc2c1c(=O)oc1ccccc21 (stereo not given)
→ 91	0	3	-5	83	2	-1	3	-8	90	-2
CC(C)Cc1nnc(NC(=O)CCC(=O)N2CCN(CCOC(c3ccccc3)c3ccccc3)CC2)s1
→ 133	-6	-3	-12	110	-3	-12	-3	10	114	-36

Bioassay records: PubChem, several laboratories
